TTR transcr act: TTR transcription activation, primary screen; SH-SY5Y TTR promoter Gaussia luciferase, luminescence; 100% = recombinant luciferase protein wells; activation, % at 16.7 µM; 92,000 compounds, 1.3% hits; AID 1117267;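 active = activation above the mean of all tested compounds plus 3 SD, cut at about 9.5% in these data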;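 note: cells exposed to compounds for one day before reading; 0% = median of all test compound wells on the plate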
* marks the source's active call; other numbers are inactive results; & = joins results of further samples. Not all compounds are listed; rates above refer to the full screens.

| canonical_smiles | TTR transcr act |
| --- | --- |
| CC12CCC(=O)C=C1CCC1C2C(O)CC2(C)C1CCC2(O)C(=O)COC(=O)COCC(=O)O (configuration not stated) | -1.0 |
| CCn1nnnc1SCC(=O)N1c2ccccc2NC(=O)CC1C (configuration not stated) | -0.2 |
| COc1ccccc1N/N=C/c1ccc2c(c1)OCO2 | 2.6 |
| Cc1ccc(/C=C2\SC(N3CCN(C(c4ccccc4)c4ccccc4)CC3)=NC2=O)o1 | -2.6 |
| Oc1ccc(Cl)cc1-c1cc(-c2cccc(Br)c2)n[nH]1 | -3.1 |
| O=C(CSc1nnc(CNc2ccc(F)cc2)o1)c1ccccc1 | -0.5 |
| CCCc1nc(SCC(=O)NC2CC2)c2c(C)c(C)sc2n1 | 0.5 |
| Brc1cccc(CNCCCN2CCOCC2)c1 | 3.5 |
| CC(C)OC(=O)/C(=C/c1ccc2c(c1)c1ccccc1n2C)NC(=O)c1ccccc1 | -1.8 |
| O=[N+]([O-])c1cccn2cc(-c3ccc(Br)cc3)nc12 | 11* |
| O=C(O)c1ncc(Cl)c(Cl)c1Cl | 0.3&2.0 |
| O=C(CSc1n[nH]c(-c2ccccc2)n1)c1ccccc1 | 0.2 |
| COCC(C)NC(=O)COCc1cc(-c2ccc3c(c2)OCO3)on1 (configuration not stated) | 2.0 |
| CC(C)Oc1nc(-c2ccc(Cl)cc2)nc2ccccc12 | 1.1 |
| Cc1ccc(-c2csc(NCCc3nc4cc(Cl)c(Cl)cc4n3CCCO)n2)cc1 | -3.1 |
| CCn1c(=O)c(C(=O)NCc2ccc3c(c2)OCO3)c(O)c2ccccc21 | -0.2 |
| CCOCCCn1c(=S)[nH]c2cc(C(=O)NCCCN(CC)CC)ccc2c1=O | 4.2 |
| C=CCN(CC=C)Cc1cc(=O)oc2cc(C)c(Cl)cc12 | -0.5 |
| O=C(Nc1cccc(O)c1)c1cccc(S(=O)(=O)N2CCCCCC2)c1 | -0.1 |
| COc1cccc(C(=O)N2CCCC(Nc3ccc(C)c(C)c3)C2)c1 (configuration not stated) | -0.5 |
| COCO[C@@H]1CC(CO)=C[C@H]2OCO[C@H]21 | 7.3 |
| C#CCOCCOCCOCCNc1nc(N2CCOCC2)nc(N2CCN(C(=O)[C@H](CCCN=C(N)N)n3cc(C(N)[C@@H](C)CC)nn3)CC2)n1 (some centres not stated) | -2.1 |
| CCN(CC)C(=O)CSc1nnc2nnc3cc(C)ccc3n12 | -0.4 |
| CN(C)S(=O)(=O)N1CCCC(C(=O)c2ccc(-c3ccccc3)c(F)c2)C1 (configuration not stated) | -3.2 |
| Cc1cc(C(=O)CN2CCC(C)CC2)c(C)n1-c1ccccc1F | 0.4 |
| CCn1c(=O)cc(SCC(=O)NCc2ccco2)c2ccccc21 | -1.3 |
| NC(=O)C1(N2CCCCC2)CCN(C(=O)c2cccn3c(=O)c4cc(Cl)ccc4nc23)CC1 | -1.4 |
| Fc1ccccc1CNCC1CCCO1 (configuration not stated) | -1.1 |
| O=C(Nc1ccc(C(F)(F)F)cc1)c1cc(-c2cccnc2)nc2ccc(Br)cc12 | -1.6 |
| Cc1cc(C)c(C(=O)COC(=O)c2cccnc2Cl)c(C)c1 | 1.4 |
| CC(C)(C)C(=O)COC(=O)CCc1nc2ccccc2[nH]c1=O | 3.4 |
| Cc1cc(NC(=O)CSc2nc3cc(C(=O)NCCCOC(C)C)ccc3c(=O)n2Cc2ccco2)no1 | 8.7 |
| Clc1cccc(-c2cc3nc4c(c(N5CCN(c6cnccn6)CC5)n3n2)CCCC4)c1 | 3.7 |
| CCOc1ccc(CN(C)Cc2cc(=O)oc3cc(C)c(Cl)cc23)cc1 | 3.4 |
| CCn1c(C(C)NC(=O)c2ccc(OC)c(OC)c2)nc2ccccc21 (configuration not stated) | -0.5 |
| Cc1cccc(C)c1Nc1c(-c2ccc(N3CCOCC3)cc2)nc2ncccn12 | 0.1 |
| Cc1noc(C)c1NC(=O)Nc1cccc2c1O[C@H](CN(C)C(=O)NC1CCCCC1)[C@@H](C)CN([C@H](C)CO)C2=O | 0.8 |
| COc1ccc(NC(=O)c2cc3n(n2)C(C(F)(F)F)CC(c2ccc(OC)cc2)N3)cc1 (configuration not stated) | 0.3 |
| COc1ccc2[nH]cc(C(=O)CN3CCC(C)CC3)c2c1 | 0.0 |
| CCOc1cc(N2CCOCC2)c(OCC)cc1NC(=O)CN1C(=O)C2CC=CCC2C1=O (configuration not stated) | -0.9 |
| Cc1n[nH]c(C)c1CCC(=O)N/N=C/c1cccs1 | 1.6 |
| COc1ccc(/C=N/NC(=O)c2cc(C3CC3)[nH]n2)cc1OC | 1.3 |
| Cc1nn(Cc2ccccc2Cl)c(C)c1NC(=O)c1cc(-c2ccc(F)cc2)on1 | -1.2 |
| Cc1ccc(N(CC(=O)NC2CCCCC2C)S(=O)(=O)c2c(C)noc2C)cc1 (configuration not stated) | 0.5 |
| CN1CCN(CCNC(=O)c2ccc(CS(=O)c3ccc(Br)cc3)o2)CC1 (configuration not stated) | 3.5 |
| CCC(=O)Nc1ccc(C(=O)NNC(=O)c2cccs2)cc1 | -0.3 |
| COC(=O)c1ccc(NC(=S)Nc2ccccc2)cc1 | -0.3 |
| CCOc1cc(C(=O)Nc2ccon2)cc(OCC)c1OCC | 0.3 |
| O=C(Nc1ccc(F)cc1)C1CCN(C(=O)c2ccc(F)cc2)CC1 | 2.4 |
| Cc1ccc(NS(=O)(=O)c2c(C(=O)N3CCOCC3)c(C)n(C)c2C)cc1 | -0.3 |
| Cc1ccc(-n2nc3c(=O)n(C(C)C(=O)NC4CC4)nc(C)c3c2C)cc1 (configuration not stated) | -0.9 |
| Cc1ccc(NC(=O)C2CCN(S(=O)(=O)c3ccc4c(c3)C(C)(C)C(=O)N4C)CC2)c(C)c1 | -0.4 |
| O=C(Nc1ccc2c(c1)OCCO2)c1oc2ccccc2c1NC(=O)C1CC1 | -0.5 |
| CCOC(=O)N1CCC(Nc2c(NCCCN(CC)Cc3ccccc3)c(=O)c2=O)CC1 | 2.2 |
| Cn1c(=N)n(CC(=O)C(C)(C)C)c2ccccc21 | 3.0 |
| O=C1C=C(c2ccccc2)CO1 | -0.2 |

(cont.)
| canonical_smiles | TTR transcr act |
| --- | --- |
| Clc1ccc(NCn2cncn2)nc1 | 0.9 |
| Cc1nn(Cc2cccc(F)c2)c(C)c1NC(=O)c1c(Cl)cnn1C | 2.4 |
| CCc1ccccc1Nc1nc(N)nc(COC(=O)c2cccn2C)n1 | 0.5 |
| CCOC(=O)c1cc(-c2ccc(OC)cc2)n(CCC(=O)NCCN2CCC(C)CC2)c1C | 2.6 |
| COc1ccc(C)cc1Nc1n[n+](-c2ccccc2)c(-c2ccc(OC)c(OC)c2OC)s1 | 1.6 |
| Cn1c(COc2ccccc2Br)nc2ccccc21 | 2.1 |
| O=C(Nc1cccc2ncccc12)c1ccc([N+](=O)[O-])o1 | 3.6 |
| CN(C)CCCN1C(=O)c2cccc3cccc(c23)C1=O | -0.8 |
| CSc1nc(C(C)C)ccc1CNC(=O)CC(C)c1ccccc1 (configuration not stated) | 1.3 |
| COc1ccc(N2CC(C(=O)Nc3nnc(SCC(=O)NC(C)(C)C)s3)CC2=O)cc1 (configuration not stated) | -0.3 |
| O=[N+]([O-])c1ccc(C=NN=Cc2ccc([N+](=O)[O-])cc2)cc1 | 5.5 |
| COc1cccc(C(C)(O)c2nc(-c3cccc(C#N)c3)cs2)c1 (configuration not stated) | 0.8 |
| O=C(COC(=O)c1ccc[nH]c1=O)NCC1CCCO1 (configuration not stated) | -1.7 |
| Cn1cnc2c(=O)[nH]cc([N+](=O)[O-])c21 | 3.0 |
| Cc1ccc(NC(=O)CN(C)C(=O)CSc2ccc3c(c2)OCCO3)cc1 | -0.2 |
| C#CCNC(=O)C1=C[C@@H](C2CC2)C[C@@H](OCCCCO)O1 | 1.4 |
| CC(C)=CC(=O)NCCc1ccccc1 | 1.4 |
| CC(=O)c1nnn(-c2c(F)cccc2F)c1C | -1.2 |
| Cc1cc(NC(=O)CC2(CC(=O)O)CCCC2)n(C)n1 | 3.2 |
| CC(C)=CCN1CCN(Cc2ccc(Sc3nncn3C)o2)CC1CCO (configuration not stated) | 0.1 |
| O=C(CN1CCN(S(=O)(=O)N2CCCCC2)CC1)Nc1ccc(Cl)c(Cl)c1 | 3.2 |
| CCOC(=O)N1CCN(c2c(NCCN3CCN(Cc4ccccc4)CC3)c(=O)c2=O)CC1 | -1.4 |
| CCCNC(=O)N1c2ccccc2Sc2ccccc21 | -2.4 |
| CCOC(=O)CN1C(=O)C2Cc3ccccc3CN2C1=S (configuration not stated) | 5.9 |
| O=C(Cc1ccccc1)N1CCN=C1SCc1ccc([N+](=O)[O-])cc1 | -2.9 |
| CCc1nc2c(sc3nc4c(cc32)COC(C)(C)C4)c(=O)n1Cc1ccco1 | -3.3 |
| Cc1ccc(N2C3=C(C(=O)CC(C)(C)C3)C(c3cn(C)nc3C)C3=C2CC(C)(C)CC3=O)cc1 | -3.6 |
| FC(F)(F)COc1ccc(-c2nnc(SCc3c(Cl)cccc3Cl)o2)cn1 | -0.2 |
| CCCC1(c2ccccc2)NC(=O)NC1=O (configuration not stated) | 3.0 |
| CC(=O)N(C)c1ccc(NC(=O)Nc2ccccc2C)cc1 | 1.9 |
| N#Cc1c(NCCN)nc(-c2ccccc2)c2c1CCCC2 | -2.7 |
| COc1ccc(C(=O)CCN2CCc3cc(OC)c(OC)cc3C2)cc1 | -2.2 |

Next section (5 carried over from the part before).
| canonical_smiles | TTR transcr act |
| --- | --- |
| FC(F)(F)COc1ccc(-c2nnc(SCc3c(Cl)cccc3Cl)o2)cn1 | -0.2 |
| CCCC1(c2ccccc2)NC(=O)NC1=O (configuration not stated) | 3.0 |
| CC(=O)N(C)c1ccc(NC(=O)Nc2ccccc2C)cc1 | 1.9 |
| N#Cc1c(NCCN)nc(-c2ccccc2)c2c1CCCC2 | -2.7 |
| COc1ccc(C(=O)CCN2CCc3cc(OC)c(OC)cc3C2)cc1 | -2.2 |
| O=C(CN(C(=O)c1csnn1)c1cccc2c1CCCC2)NC1CCCC1 | 1.7 |
| Clc1ccc(-c2noc(CCCc3ccccc3)n2)cc1 | 0.9 |
| CCOc1ccc2[nH]c(=O)c(CN(Cc3ccccc3OC)C(=O)c3ccccc3)cc2c1 | -0.5 |
| Cc1ccc(-n2c(CNc3cccc(Cl)c3)n[nH]c2=S)cc1 | 2.3 |
| Cc1cc(CNC(=O)COC(=O)Cn2[nH]c(=O)c3ccccc3c2=O)cc(C)c1O | 0.1 |
| NC(=O)C1(N2CCCCC2)CCN(c2ccc3nnc(-c4ccccc4)n3n2)CC1 | -2.4 |
| FC(F)(F)c1cc(Cl)c2nc(-c3cccc(Cl)c3)c(Cc3cccc(Cl)c3)n2c1 | 1.4 |
| c1ccc(-n2ncc3c(NCCN4CCCCC4)ncnc32)cc1 | 0.0 |
| CCOC(=O)c1c[nH]c(=S)n1C | 0.8 |
| Cc1cc2ccccn2c1C(=O)c1nc(N2CCOCC2)ncc1Cl | 0.2 |
| COc1cc(C=NC2CCCCC2)ccc1O | 3.8 |
| COc1cc2[nH]c(=O)n(CCC(=O)N3CCc4ccccc4C3)c(=O)c2cc1OC | -1.3 |
| CCOc1ccc(NC(=S)NNC(=O)CC(C)O)cc1 (configuration not stated) | -0.2 |
| O=C(COC(=O)Cn1cc(C(F)(F)F)ccc1=O)Nc1ccccc1 | -1.7 |
| COCCCNC(=O)C1CCN(S(=O)(=O)c2c(C)noc2/C=C\c2ccc(OC)cc2)CC1 | 0.3 |
| CCN(C(=O)COC(=O)CNC(=O)c1ccccc1C)C1=CCCCC1 | 0.2 |
| COc1ccc(OCCC(=O)OCC(=O)Nc2ccc(Br)cc2)cc1 | 1.0 |
| CCCCCNC(=O)C(c1ccc(C#N)cc1)n1c(=O)c(-c2ccco2)nc2ccccc21 (configuration not stated) | -1.5 |
| CC(NC(=O)c1ccco1)C(=O)Nc1nccs1 (configuration not stated) | 5.7 |
| CC(=O)Nc1cc2c(cc1C(C)=O)OCCO2 | 3.8 |
| CC(C)CC(=O)N=Nc1c(O)[nH]c2ccccc12 | -0.3 |
| COc1cc(NC(=O)c2cc(C(C)C)on2)c(OC)cc1Cl | -0.9 |
| CCC1=[N+](C)CCn2c(C)ccc21 | -1.6 |
| COc1ccccc1CNC(=O)/C=C/C(=O)O | -0.4 |
| COc1ccc(/C=N/NC(=O)C2C(=O)NCC2c2ccccc2)c(OC)c1 (configuration not stated) | 2.2 |
| Cc1nnc(SCc2ccccc2CSc2nnc(C)s2)s1 | 2.5 |
| COc1ccccc1C1/C(=C(/O)c2ccc(C)cc2)C(=O)C(=O)N1Cc1ccco1 (configuration not stated) | -0.8 |
| COC(=O)[C@@]1(C)[C@H]2C(=O)N(Cc3ccccc3)C(=O)[C@H]2[C@H]2CN=C(SCC3CC3)N21 | 2.0 |
| CN1C(=O)c2cccc(NC(=O)C3CCCCC3)c2C1=O | 1.3 |
| CCNC(=O)COC(=O)c1cc(-c2ccco2)nc2ccccc12 | -1.1 |
| CN(C)c1nccc(Nc2ccccc2)c1C#N | -1.3 |
| CC(=O)N/C(=C\c1ccccc1)C(=O)N1CCOCC1 | -2.0 |
| CCC(C)Nc1ncnc2c1cnn2Cc1ccc(Cl)cc1 (configuration not stated) | 1.1 |
| O=S(=O)(c1ccc(Cl)cc1)c1cnc2ccccc2n1 | 0.5 |
| Cc1c(Cl)c([N+](=O)[O-])nn1CC(=O)NCc1cccs1 | 2.6 |
| CCCCCC(=O)N1CC2(CC(c3cccc(NC(=O)c4ccccc4)c3)=NO2)C[C@@H]1C(N)=O (some centres not stated) | -0.4 |
| Cc1nc(SCC(=O)NC(C)c2ccccc2)c2oc3ccccc3c2n1 (configuration not stated) | -2.1 |
| CC(=O)c1ccc(N2CCN(C(=S)Nc3ccccc3F)CC2)cc1 | -0.3 |
| C[C@@H]1CN(C(=O)c2nc3ccc(Cl)cn3c2CN2CCc3sccc3C2)C[C@H](C)O1 | 0.3 |
| CN(C(=O)c1cccc(NC(=O)Cc2cccc(NC(=O)C3CCCN(C(=O)C4CC4)C3)c2)c1)C1CCC1 (configuration not stated) | 1.0 |
| CCC(=O)c1ccc(OCC(O)CN2C(=O)NC(C)(C)C2=O)cc1 (configuration not stated) | 2.8 |

Screens (PubChem)
